TbREL1 inh = TbREL1 inhibition, primary screen; P86926; TbREL1 RNA ligation, FRET fluorescence; inhibition, % at 9.66 µM; hit rate 0.49% among 89,000; AID 1117264;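 active = inhibition above the mean inhibition across all screened compounds plus 3 SD, cut at about 11% in these data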;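 note: 0% = plate median of test wells and 100% = NSC42067 control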
Target sequence (P86926 whole entry, looked up): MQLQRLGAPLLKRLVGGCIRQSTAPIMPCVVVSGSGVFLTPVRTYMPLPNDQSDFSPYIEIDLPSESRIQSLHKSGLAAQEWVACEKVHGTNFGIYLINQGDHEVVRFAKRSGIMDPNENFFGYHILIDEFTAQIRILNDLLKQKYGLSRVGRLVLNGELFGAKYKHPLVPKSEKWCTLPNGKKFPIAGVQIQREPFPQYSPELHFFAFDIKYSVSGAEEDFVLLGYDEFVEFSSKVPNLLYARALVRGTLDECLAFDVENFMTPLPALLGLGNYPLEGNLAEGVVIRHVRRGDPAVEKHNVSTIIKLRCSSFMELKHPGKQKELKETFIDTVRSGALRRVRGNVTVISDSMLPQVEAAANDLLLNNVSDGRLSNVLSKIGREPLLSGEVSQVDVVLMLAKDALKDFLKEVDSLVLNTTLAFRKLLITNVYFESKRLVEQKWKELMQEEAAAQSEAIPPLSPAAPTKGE
Starred values were filed as active, the others as inactive. Only part of the results is shown. The share of hits here may be higher or lower than overall.

What do the screens show for `COc1cc(OC)cc(N(C(=O)CNC(=O)c2cccs2)C(C(=O)NCC2CCCO2)c2ccccc2)c1` (configuration not stated)?
TbREL1 inh: -1.7

How did Cc1cc(NC(=O)c2ccc(Br)c([N+](=O)[O-])c2)no1 do in these assays?
TbREL1 inh: 7.9

How did O=C(COc1ccc(S(=O)(=O)N2CCCCC2)cc1Cl)N1CCOCC1 do in these assays?
TbREL1 inh: -1.3

What do the screens show for `CCC(C(=O)OCC(=O)N(C)c1c(N)n(Cc2ccccc2)c(=O)[nH]c1=O)c1ccccc1` (configuration not stated)?
TbREL1 inh: 2.3

Results for CCCCC(=O)Nc1ccc(NC(=S)NC(=O)CC(C)C)cc1OC ?
TbREL1 inh: -0.7

How did Cc1ccc(N2CC(C(=O)NC3CC3)CC2=O)cc1Cl (configuration not stated) do in these assays?
TbREL1 inh: -0.7

How did CN(C)S(=O)(=O)c1cccc(NC(=O)COC(=O)c2cccn2C)c1 do in these assays?
TbREL1 inh: -0.2

Results for Cc1cccc(N2CCN(C(=O)CN(C)S(=O)(=O)c3ccc4c(c3)CCC(=O)N4)CC2)c1C ?
TbREL1 inh: 1.5

How did CCCN(CC(=O)Nc1ccccc1OC)C(=O)C1CCCC1 do in these assays?
TbREL1 inh: 0.5

Results for O=C(CCCSc1nnc(Nc2ccccc2F)s1)N1CCOCC1 ?
TbREL1 inh: 4.7

What do the screens show for `CC(C)NC(=O)NC(=O)CSc1nncn1C`?
TbREL1 inh: 3.8

Results for CCOC(=O)/C(=C\C=C1/Sc2cc(OCC)c(OCC)cc2N1CC)C(C)=O ?
TbREL1 inh: -1.9

Results for CCOC(=O)C(C(=O)OCC)C(C)C#CCN1CCCCC1 (configuration not stated) ?
TbREL1 inh: 5.6

Results for CCN(CC)S(=O)(=O)c1cc(NC(=O)NCCCl)ccc1C ?
TbREL1 inh: 5.6

Results for COc1ccc(C(=O)CSc2nnc(COc3ccccc3)n2Cc2ccco2)cc1 ?
TbREL1 inh: -1.4

What do the screens show for `COC(=O)[C@]12CCCCC=C1N(Cc1ccc3c(c1)OCO3)C(=O)[C@H](CC(=O)NCc1ccc(C)o1)C2`?
TbREL1 inh: -3.7

Results for CC1CCCC(NC(=O)c2ccc3c(SCC(=O)O)c4c(nc3c2)CCC4)C1C (configuration not stated) ?
TbREL1 inh: -1.1

How did CC(Sc1ccccc1)C(=O)N/N=C/c1cccnc1 (configuration not stated) do in these assays?
TbREL1 inh: -0.5

Results for CC1(C)OC(C)(C)/C(=C/Nc2ccc(O)cc2)C1=O ?
TbREL1 inh: 4.8

How did CC(C)C(=O)N1CCCC1(C)C(=O)Nc1ccc(-n2cccc2)cc1 (configuration not stated) do in these assays?
TbREL1 inh: -2.0

As a working copy, some entries already given:
Results for CC1(C)OC(C)(C)/C(=C/Nc2ccc(O)cc2)C1=O ?
TbREL1 inh: 4.8

How did CC(C)C(=O)N1CCCC1(C)C(=O)Nc1ccc(-n2cccc2)cc1 (configuration not stated) do in these assays?
TbREL1 inh: -2.0

Continued.
Results for Cc1ccc(C(=O)Nc2c(-c3cccs3)c(=O)c3ccccc3n2C)cc1 ?
TbREL1 inh: -0.7

What do the screens show for `COC(=O)c1ccc(C2C3=C(Nc4nnnn42)c2ccccc2OC3)cc1` (configuration not stated)?
TbREL1 inh: 1.0

What do the screens show for `OCC[C@@H]1C[C@@H](O)[C@H](O)[C@@]2(Cc3ccccc3CCO2)O1`?
TbREL1 inh: -0.8

How did Cc1nn(C)c(Oc2ccc(Cl)cc2)c1C(=O)O do in these assays?
TbREL1 inh: 2.6

How did COc1ccc(NC(=O)CSc2ccc(F)cc2)cc1S(=O)(=O)N1CCCCC1 do in these assays?
TbREL1 inh: 3.7

Results for C=CCn1c(COc2ccc(C)cc2)nnc1SCC(=O)Nc1ccc(Oc2ccccc2)cc1 ?
TbREL1 inh: 1.2

How did COC(=O)C1=C(C)N(C)C(=NCc2ccccc2C(F)(F)F)NC1c1ccc(F)cc1 (configuration not stated) do in these assays?
TbREL1 inh: 10.9

Results for CC(C)c1onc(C(=O)N2CCN(C(c3ccccc3)c3ccccc3)CC2)c1[N+](=O)[O-] ?
TbREL1 inh: 2.7

How did CC(C)(C)c1ccccc1NC(=O)CN1C(=O)NC2(CCCCCC2)C1=O do in these assays?
TbREL1 inh: 6.4

What do the screens show for `Cc1ccc(C(C(=O)NC2CCCC2)N(Cc2ccco2)C(=O)CCC(=O)Nc2ccccn2)cc1` (configuration not stated)?
TbREL1 inh: -1.4

What do the screens show for `Nc1cc(N2CCCCC2)c([N+](=O)[O-])cc1Cl`?
TbREL1 inh: 5.2

What do the screens show for `COc1cc2c(cc1OC)CN(C(=O)c1ccc(Cl)c(S(=O)(=O)N3CCCC3)c1)CC2`?
TbREL1 inh: -5.0

How did O=C1CC(N2CCN(Cc3ccccc3)CC2)C(=O)N1c1ccc2c(c1)OCCO2 (configuration not stated) do in these assays?
TbREL1 inh: -0.6

Results for O=C(NCc1ccco1)c1cccc(F)c1 ?
TbREL1 inh: 5.0

What do the screens show for `CCC(C)NC(=O)CN1C(=O)C2CCCCN2C(=O)c2ccccc21` (configuration not stated)?
TbREL1 inh: 0.5

What do the screens show for `COc1ccc(Cl)cc1NC(=O)CN(C)CC(=O)N1CC(=O)Nc2ccccc21`?
TbREL1 inh: 1.3

Results for C[C@@H](NC(=O)c1nc[nH]c1C(=O)NC1CCN(C(=O)OC(C)(C)C)CC1)c1ccccc1 ?
TbREL1 inh: 3.0

Results for COCCNC(=O)COc1coc(CN2CCN(Cc3ccccc3)CC2)cc1=O ?
TbREL1 inh: 0.6

What do the screens show for `O=C(CSc1nnc(NC(=O)c2c(F)cccc2Cl)s1)Nc1ccccc1F`?
TbREL1 inh: -5.9

What do the screens show for `COCCCn1c(SCc2ccc(OC)cc2)nc2cc(OC)c(OC)cc2c1=N`?
TbREL1 inh: 2.3

What do the screens show for `CCOc1ccc(CCNC(=O)C2CCN(S(=O)(=O)c3ccc(C)cc3)CC2)cc1OCC`?
TbREL1 inh: 4.5

Results for Cc1nc2ccccn2c1C(=O)NN=C1CCN(C)CC1 ?
TbREL1 inh: -2.2

How did O=C(CCOc1ccccc1)OCC(=O)c1cc2ccccc2o1 do in these assays?
TbREL1 inh: 0.6

Results for COc1ccc(C(C)=O)cc1CSCCC(=O)O ?
TbREL1 inh: 4.7

How did CCn1c(O)c(/C=N/N=C/c2ccccc2)c2ccc(C3=NNC(=O)CC3)cc21 do in these assays?
TbREL1 inh: -3.8

Results for Cc1csc(=O)n1CCC(=O)OCC(=O)NCc1ccc(Cl)cc1Cl ?
TbREL1 inh: -1.7

What do the screens show for `COC(=O)CSc1nnc(CNC(=O)c2ccccc2OC)n1C`?
TbREL1 inh: 0.2

How did Cc1cc(C)c2cc(C#N)c(NCCNC(=S)NCCCN3CCOCC3)nc2c1 do in these assays?
TbREL1 inh: -2.0

How did CNC(=O)C1=C(C)NC(=S)NC1c1cc2c(cc1OC)CCCC2 (configuration not stated) do in these assays?
TbREL1 inh: -4.4

Results for COc1ccc(Cn2ccc3ccc(-c4ccc5ccn(Cc6ccccc6C)c5c4)cc32)cc1 ?
TbREL1 inh: 0.7

Results for CCCCOC(=O)c1ccc(NC(=O)CSc2nnnn2C)cc1 ?
TbREL1 inh: -1.3

Results for CC(C)Cn1cc(C(=O)N2CCN(c3ccccn3)CC2)c2c3ccccc3n(C)c2c1=O ?
TbREL1 inh: -2.2

Results for CCCCN(C)S(=O)(=O)c1ccc(C(=O)Nc2nnc(CSC)o2)cc1 ?
TbREL1 inh: 4.3

How did CCSc1nnc(-c2ccc(S(=O)(=O)N3CCOCC3)cc2)n1C do in these assays?
TbREL1 inh: 1.2

How did CCCC/C(=N\NC(=O)c1ccc(Br)o1)c1ccccc1 do in these assays?
TbREL1 inh: 1.6

What do the screens show for `CCCCN(C(=O)c1cccc(S(=O)(=O)N(C)c2ccc(C)cc2)c1)c1c(N)n(CC(C)C)c(=O)[nH]c1=O`?
TbREL1 inh: -0.1

Results for COc1cnc(-c2ccccc2)nc1Oc1cccc(C)c1 ?
TbREL1 inh: 2.3

How did CCc1c(C(=O)NC2CCCCC2)[nH]c(C)c1C(C)=O do in these assays?
TbREL1 inh: 1.8

Results for Nc1cccc2c1nnn2C1OC(CO)C(O)C(O)C1O (configuration not stated) ?
TbREL1 inh: -1.7

Results for Cc1cc(C(=O)Nc2sc(C)c(-c3ccc(F)cc3)c2C(N)=O)no1 ?
TbREL1 inh: -5.0

How did CNC(=O)Nc1cccc(-c2ccnc(C)n2)c1 do in these assays?
TbREL1 inh: -0.1

How did Cc1c(NC(=O)C2CCCN2S(=O)(=O)c2ccc(Cl)cc2)c(=O)n(-c2ccccc2)n1C (configuration not stated) do in these assays?
TbREL1 inh: -1.3

How did COc1ccc2[nH]c(C)c(CCN3C(=O)C4C5C=CC(C5)C4C3=O)c2c1 (configuration not stated) do in these assays?
TbREL1 inh: -8.5

Results for C/C=C/c1ccc(OC(C)=O)c(OC)c1 ?
TbREL1 inh: 4.5

How did COc1cccc(C(=O)CSc2nnnn2C)c1 do in these assays?
TbREL1 inh: 0.2

What do the screens show for `CN(C1CCCCC1)S(=O)(=O)c1ccc2[nH]c(=O)oc2c1`?
TbREL1 inh: -1.7

What do the screens show for `COC(=O)C(OC(=O)c1ccc(OC)cc1)C(=O)OC`?
TbREL1 inh: 4.2

What do the screens show for `Cc1ccc(-c2nc3[nH]c(=O)cc(NC(=O)c4cccs4)n3n2)cc1`?
TbREL1 inh: 0.0

Results for Cc1cc([N+](=O)[O-])nn1CCCC(=O)Nc1cc(Cl)ccc1Cl ?
TbREL1 inh: -1.6

What do the screens show for `O=C(CN1c2cccc3cccc(c23)S1(=O)=O)Nc1ccccc1`?
TbREL1 inh: 0.0

How did Cc1ccc(-n2c(-c3ccc(Cl)cc3)n[nH]c2=S)c(C)c1 do in these assays?
TbREL1 inh: -1.6

How did CN1CCN(c2ccc(NC(=O)c3ccc4c(c3)[nH]c(=O)n4Cc3ccc(F)cc3)cc2)CC1 do in these assays?
TbREL1 inh: -0.7

How did CCOc1ccc(OCC)c(NC(=O)CCCN2C(=O)c3cccnc3C2=O)c1 do in these assays?
TbREL1 inh: -0.8

How did NC(=O)CC(NC(=O)Cc1ccc(Cl)cc1)c1ccc(N2CCN(c3ccccn3)CC2)c([N+](=O)[O-])c1 (configuration not stated) do in these assays?
TbREL1 inh: -0.4

Results for O=C(Nc1ccc2c(c1)OCO2)c1noc2c1CCCCC2 ?
TbREL1 inh: 0.7

How did O=S(=O)(NCc1cccs1)c1ccccc1Cl do in these assays?
TbREL1 inh: 3.7

What do the screens show for `Cc1ccc(C(=O)N/N=C/c2ccc(S(=O)(=O)O)o2)c(Cl)c1`?
TbREL1 inh: -2.4

What do the screens show for `CCOC(=O)C(C)n1cnc2sc3c(c2c1=O)CCC3` (configuration not stated)?
TbREL1 inh: -1.4

What do the screens show for `CC1CC(C)CN(S(=O)(=O)c2ccc(NC(=O)[C@@H]3CCCN3C(=O)c3cccs3)cc2)C1` (some centres not stated)?
TbREL1 inh: 1.2

Results for COc1ccc(/C=N/NC(=O)c2cccc(OC(F)(F)C(F)F)c2)c(OC)c1OC ?
TbREL1 inh: -0.7

What do the screens show for `CC(C)CC(=O)NCCc1ccncc1`?
TbREL1 inh: 6.1

Results for CC(C)(CO)NS(=O)(=O)c1ccc2c(c1)Cc1cc(S(=O)(=O)NC(C)(C)CO)ccc1-2 ?
TbREL1 inh: -1.6

Results for CCOC(=O)N1CCN(C(=O)C[C@H]2C[C@@]3(C(=O)OC)C(=C[C@H](C(C)C)O[C@@H]3C3CC3)N(Cc3cccc4ccccc34)C2=O)CC1 ?
TbREL1 inh: 3.2

Results for COc1ccc(CNS(=O)(=O)c2ccc(C)cc2)cc1 ?
TbREL1 inh: -1.7

What do the screens show for `O=C(CSc1nc(Nc2ccccc2)nc(N2CCOCC2)n1)NC1CCCCC1`?
TbREL1 inh: 0.6

Results for O=c1[nH]c2cc3c(cc2cc1C(c1nnnn1C1CCCCC1)N1CCSCC1)OCCO3 (configuration not stated) ?
TbREL1 inh: 6.2

What do the screens show for `COc1cc(/C=N/NC(N)=O)c(Br)cc1OCC(=O)Nc1ccccc1C`?
TbREL1 inh: 5.0

Results for CCCC1CCC2(CCCN2CCOC(=O)NCc2ccccc2)CC1 (configuration not stated) ?
TbREL1 inh: 2.3

How did CC(C)(C)OC(=O)N[C@@H](CC(=O)OCc1ccccc1)C(=O)O do in these assays?
TbREL1 inh: 2.2

How did CC(C)=CCC[C@H](C)C[C@@H]1Cc2[nH][nH]c(=O)c2[C@@H](c2ccc(F)cc2)O1 do in these assays?
TbREL1 inh: -5.4

Results for CC1(C)CC(=O)N(CC(=O)O)c2ccccc2S1 ?
TbREL1 inh: 0.9

Results for Cc1ccc(N2CCN(C(=S)c3ccc(-c4ccccc4[N+](=O)[O-])o3)CC2)cc1 ?
TbREL1 inh: -2.8

What do the screens show for `O=C(c1ccco1)N1CCN(c2nc(C(F)(F)F)nc3c2nnn3Cc2ccccc2)CC1`?
TbREL1 inh: -1.9

Results for C=CCOC(=O)C1=C(C)NC2(O)c3ccccc3C(=O)C12O (configuration not stated) ?
TbREL1 inh: 5.5

Structures listed so far that have fluorine:
Results for O=C(CCCSc1nnc(Nc2ccccc2F)s1)N1CCOCC1 ?
TbREL1 inh: 4.7

How did COc1ccc(NC(=O)CSc2ccc(F)cc2)cc1S(=O)(=O)N1CCCCC1 do in these assays?
TbREL1 inh: 3.7

How did COC(=O)C1=C(C)N(C)C(=NCc2ccccc2C(F)(F)F)NC1c1ccc(F)cc1 (configuration not stated) do in these assays?
TbREL1 inh: 10.9

Results for O=C(NCc1ccco1)c1cccc(F)c1 ?
TbREL1 inh: 5.0

What do the screens show for `O=C(CSc1nnc(NC(=O)c2c(F)cccc2Cl)s1)Nc1ccccc1F`?
TbREL1 inh: -5.9

Results for Cc1cc(C(=O)Nc2sc(C)c(-c3ccc(F)cc3)c2C(N)=O)no1 ?
TbREL1 inh: -5.0

How did CN1CCN(c2ccc(NC(=O)c3ccc4c(c3)[nH]c(=O)n4Cc3ccc(F)cc3)cc2)CC1 do in these assays?
TbREL1 inh: -0.7

Results for COc1ccc(/C=N/NC(=O)c2cccc(OC(F)(F)C(F)F)c2)c(OC)c1OC ?
TbREL1 inh: -0.7

How did CC(C)=CCC[C@H](C)C[C@@H]1Cc2[nH][nH]c(=O)c2[C@@H](c2ccc(F)cc2)O1 do in these assays?
TbREL1 inh: -5.4

What do the screens show for `O=C(c1ccco1)N1CCN(c2nc(C(F)(F)F)nc3c2nnn3Cc2ccccc2)CC1`?
TbREL1 inh: -1.9

Compound activity: PubChem BioAssay, The Scripps Research Institute Molecular Screening Center
